Compound activity as filed in PubChem.
PostGolgi yeast = phenotypic screen on post-Golgi transport, primary screen; AID 739, 2007; 0.9% of 98,000 active; inhibition, % at 10 µM; post-Golgi transport phenotypic cell assay; in the data active means inhibition above about 30%;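 further: yeast cells grown in 1536-well plates; yeast grown about 18 h at 30C before absorbance read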
CYP2C19 inh = blockers of cytochrome P450 2C19 activity – biochemical, luminescence, ADME assay, primary screen | CYP2C19 Supersomes, luciferin-H EGE luminescence, 30 min | 21% of 96,000 active | AID 778, 2007 | inhibition, % at 5 µM;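 active means CYP2C19 inhibition above a set limit at 5 µM in the primary screen, cut at about 50% in these data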;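 further: plate controls were negative control wells for no effect and 2.5 mM tranylcypromine positive control for full effect; values of inactives mirror those of a sister screen read the other way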
CYP2C9 activ = human CYP2C9 activators, primary screen, biochemical, luminescence | Cytochrome P450 2C9 (Homo sapiens), P11712 | 1.4% of 96,000 active | activation factor at 5 µM | recombinant CYP2C9, luciferin-H conversion; stronger effect = higher value; factor 1 = untreated enzyme, 0 = blocked;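 active means activation factor of 2 or more for CYP2C9 at a 5 µM dose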;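 further: 0 = sulfaphenazole-blocked wells and 1 = vehicle-only wells; values of inactives mirror those of a sister screen read the other way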
Target sequence (P11712 whole entry, looked up): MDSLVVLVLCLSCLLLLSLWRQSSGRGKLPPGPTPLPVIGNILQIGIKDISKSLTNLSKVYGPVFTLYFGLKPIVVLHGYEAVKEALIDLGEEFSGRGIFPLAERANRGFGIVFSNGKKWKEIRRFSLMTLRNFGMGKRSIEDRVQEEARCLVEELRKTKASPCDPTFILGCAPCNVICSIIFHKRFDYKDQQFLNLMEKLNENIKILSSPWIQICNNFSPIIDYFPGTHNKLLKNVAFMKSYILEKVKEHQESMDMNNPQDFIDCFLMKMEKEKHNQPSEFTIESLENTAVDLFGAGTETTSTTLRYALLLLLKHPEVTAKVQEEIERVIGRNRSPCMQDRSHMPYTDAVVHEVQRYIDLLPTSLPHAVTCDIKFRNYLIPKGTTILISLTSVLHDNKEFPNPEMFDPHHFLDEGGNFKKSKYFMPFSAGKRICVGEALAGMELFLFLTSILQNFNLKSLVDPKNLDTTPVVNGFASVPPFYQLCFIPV
CYP2C19 act = human CYP2C19 activators, primary screen, biochemical, luminescence | Cytochrome P450 2C19 (Homo sapiens), P33261 | recombinant CYP2C19, luciferin-H EGE luminescence; stronger effect = higher value; 0 = fully inhibited enzyme, 1 = untreated enzyme | activation factor at 5 µM | 96,000 tested, under 10 active | AID 1025, 2008;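 active means activation factor of at least 2 at 5 µM in the primary screen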;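 further: 0 = wells with 2.5 mM tranylcypromine and 1 = vehicle-only wells; values of inactives mirror those of a sister screen read the other way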
PTK2B oligo ant = antagonists of Pyk2 self-association, primary screen, Q293 cells, FERM NanoBiT luminescence, HTS | stronger effect = lower value | 0.83% of 99,000 active | z-score (the deposit names both 25 µM and 10 µM) | Protein-tyrosine kinase 2-beta (Homo sapiens), Q14289;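 active means Z-score of -3 or lower, scaled per plate to the spread of control and sample wells; inactive means z-score above -3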;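 further: negative z-score means lost luminescence so less FERM oligomerization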
EphB4 ephrin blk = EphB4-ephrin-B2 interaction antagonists, primary screen, biochemical, TNYL-RAW peptide probe, fluorescence polarization. inhibition, % at 7 µM. 0.15% of 97,000 active. Ephrin type-B receptor 4 (Homo sapiens), P54760. EphB4 LBD / TNYL-RAW-Alexa532 peptide;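 active means inhibition above the screen-wide mean inhibition plus 3 SD, cut at about 15% in these data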;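 further: 0% = DMSO wells and 100% = excess unlabeled TNYL-RAW peptide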
CYP2C9 inh = blockers of cytochrome P450 2C9 activity – biochemical, luminescence, ADME assay, primary screen. CYP2C9 Supersomes, luciferin-H conversion. inhibition, % at 5 µM. 20% of 96,000 active. AID 777, 2007;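 active means blocking of liver enzyme CYP2C9 beyond about 50% at 5 µM, limit read from the data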; further: values of inactives mirror those of a sister screen read the other way
E coli WT exp = growth inhibitors of wild-type E. coli, primary screen, strain BW25113, expanded library, OD600; AID 710, 2007; 0.15% of 98,000 active; OD600 absorbance; growth inhibition, % at 100 µM;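 active means growth inhibition above about 50% at one test dose, limit read from the data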;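 further: growth measured after 20 h incubation at 37 °C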
PLAP act = PLAP enzyme activators, biochemical, luminescence, HTS | Alkaline phosphatase, placental type (Homo sapiens), P05187 | purified PLAP enzyme, luminescent substrate read-out; stronger effect = higher value | activation fold at 20 µM | 1.2% of 96,000 active | AID 696, 2007; in the data active means activation fold above about 2
Target sequence (P05187 whole entry, looked up): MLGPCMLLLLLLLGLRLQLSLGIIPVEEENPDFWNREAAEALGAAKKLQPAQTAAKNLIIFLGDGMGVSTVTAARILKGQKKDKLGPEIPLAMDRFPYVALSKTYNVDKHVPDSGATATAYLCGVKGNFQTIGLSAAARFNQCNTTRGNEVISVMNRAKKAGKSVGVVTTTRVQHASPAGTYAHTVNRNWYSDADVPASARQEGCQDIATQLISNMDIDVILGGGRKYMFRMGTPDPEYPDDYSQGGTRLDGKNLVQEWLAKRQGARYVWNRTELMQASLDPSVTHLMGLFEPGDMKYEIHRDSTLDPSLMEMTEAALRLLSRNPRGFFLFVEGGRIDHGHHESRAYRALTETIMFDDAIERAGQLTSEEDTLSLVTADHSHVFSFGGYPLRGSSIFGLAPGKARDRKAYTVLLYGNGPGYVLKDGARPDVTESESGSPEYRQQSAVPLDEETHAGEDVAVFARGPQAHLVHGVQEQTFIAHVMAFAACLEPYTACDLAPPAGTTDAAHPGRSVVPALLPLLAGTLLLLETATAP
* hit, by the source's call; . = no result given.

canonical_smiles	PostGolgi yeast	CYP2C19 inh	CYP2C9 activ	CYP2C19 act	PTK2B oligo ant	EphB4 ephrin blk	CYP2C9 inh	E coli WT exp	PLAP act
COc1ccc(C(=O)NC2CCN(C(=S)Nc3cc(C)ccc3C)CC2)cc1	15.9	0.4	1.1	1	-0.26	4.2	-10.1	-10.0	0.8
CC(=O)N(C(C)=O)c1c(N2CCOCC2)c2ccccc2oc1=O	0.0	-8.7	1.1	1.1	0.32	-0.5	-7.5	2.0	0.9
Cc1ccc(C)c(-n2c(Cc3cc(=O)[nH]c(=O)[nH]3)nnc2SC(C)C)c1	-14.9	-2.0	1	1	.	-2.9	1.9	-1.0	1.4
O=S(=O)(NC1CCCCC1)c1ccc(S(=O)(=O)N2CCN3CCCC3C2)cc1 (stereo not drawn)	-0.2	37.0	0.7	0.6	0.4	6.7	33.9	-3.0	1.3
COc1ccc(OCC(O)CNc2ccc(Br)cc2)cc1 (stereo not drawn)	6.0	96.7*	0.1	0	-0.56	-1.6	89.6*	31.0	1
COc1ccc(N2CCN(C(=O)COc3ccc4ccccc4c3)CC2)cc1	-2.0	-2.8	1	1	0.74	0.3	-1.5	-6.0	0.9
Cc1cc(C(=O)COC(=O)Cn2c(C(F)(F)F)nc3ccccc32)c(C)n1Cc1ccco1	-2.2	19.3	0.6	0.8	-0.26	-2.5	41.1	-2.0	1
COc1cc2c(cc1NS(=O)(=O)N1CCCC1)oc1ccccc12	21.3	82.0*	2*	0.2	-2.54	1.8	-95.0	-12.0	1
O=C(C1CCN(S(=O)(=O)c2ccc3c(c2)OCCO3)CC1)N1CCc2ccccc21	-10.3	8.2	1.1	0.9	-1.38	.	-11.9	-10.0	0.8
CCCCC(=O)NCCc1cc2ccc(OC)cc2[nH]c1=O	-1.3	.	.	.	-0.35	3.1	.	-4.0	.
COC(=O)c1cc2c(s1)-c1ccccc1CC2	13.1	46.8	1.1	0.5	-0.9	-0.2	-8.4	-7.0	1
Cc1nc2c3ccccc3n(CCN3CCCCC3)c2s1	5.8	39.9	0.8	0.6	.	8.6	23.6	-5.0	1.5
O=C(NCC1CCCO1)c1ccc2ccccc2n1 (stereo not drawn)	-3.4	-2.7	1.4	1	0.7	1.3	-36.5	8.0	1
Cc1ccc(C(N)=S)c(C)c1	-3.7	.	.	.	0	-3.9	.	13.0	.
O=Nc1c(O)n(Cc2cccc(Cl)c2)c2ccccc12	17.8	55.9*	0.3	0.4	-1.96	1.8	74.3*	28.0	0.9
Cc1ccc(-c2nc(CS(=O)CC(=O)NCc3ccc(Cl)cc3)c(C)o2)cc1 (stereo not drawn)	4.5	30.1	0.7	0.7	.	-0.5	32.0	-12.0	1.3
CCOc1cc(C2Nc3cccc4cccc(c34)N2)ccc1O	0.8	69.3*	0.6	0.3	-1.02	7.8	38.3	12.0	1
O=C(Cn1cc([N+](=O)[O-])cn1)Nc1nc2ccccc2s1	-5.5	12.0	0.9	0.9	-0.34	-0.5	5.1	5.0	1.1
Cc1ccc(CN2CCNC(=O)C2CC(=O)O)cc1 (stereo not drawn)	0.3	-16.7	1.2	1.2	.	-3.8	-18.5	2.0	1.3
COCCN(CC(=O)NCc1ccc(F)cc1)C(=O)CCC(=O)Nc1nccs1	0.2	1.3	0.9	1	0.38	-3.9	11.6	-10.0	1.3
Cc1cc(C)n(C2CCCCC2OC(=O)c2ccccc2F)n1 (stereo not drawn)	4.2	37.6	0.6	0.6	-0.37	9.4	40.6	7.0	1
O=[N+]([O-])c1nn(-c2ccc3c(c2)OCCO3)n(O)c1=NC1CCCCCC1	7.4	28.4	0.7	0.7	-3	0.7	30.0	-5.0	0.8
C/C(=N\NC(=O)c1ccccc1C)c1ccc(N2CCOCC2)cc1	-1.0	3.2	1.4	1	0.6	1.0	-40.9	-7.0	1
COc1cccc(N2C(=O)C(O)=C(C(C)=O)C2c2ccc(OC)c(OC)c2)c1 (stereo not drawn)	1.1	6.3	0.7	0.9	1.69	-2.9	34.7	-3.0	1.5
Cc1cc(NS(=O)(=O)c2ccccc2)no1	0.0	-16.4	0.9	1.2	.	-0.8	12.3	9.0	1
COc1ccc(C2(O)CCN(CCCCOc3ccccc3)CC2)cc1	1.0	20.2	0.9	0.8	0.8	-0.7	11.0	18.0	2.1*
Cc1ccc(/C=C/C(O)=C2/C(=O)N(C)C3(C)CC2c2ccccc2O3)cc1 (stereo not drawn)	6.9	32.6	0.7	0.7	-0.61	-4.7	26.1	-3.0	1.2
Cc1ccc(CNC(=O)CCc2ccc(S(=O)(=O)NC3CCCCC3)cc2)cc1	-5.5	51.5*	0.3	0.5	1.29	-0.4	69.4*	-4.0	1.1
O=C1c2ccccc2NC(c2ccccn2)N1c1ccc(Cl)cc1 (stereo not drawn)	4.0	47.9	0.4	0.5	-0.93	6.7	62.9*	6.0	1.1
Cc1ccc2nc(Nc3nc(C)cc(C(F)(F)F)n3)nc(C)c2c1	0.5	0.6	0.8	1	-0.39	8.4	18.2	7.0	1
Cc1cc(O)c(C(C)C)cc1NC(=O)c1cccc(Cl)c1	-0.8	60.1*	0.4	0.4	-0.45	9.2	55.7*	14.0	0.9
Cc1ccc(Cl)cc1NC(=O)CSc1nnc(C)n1-c1ccccc1	-5.0	.	.	.	-0.86	-1.7	.	3.0	.
O=C(c1cc2ccccc2oc1=O)N1CCN(c2ccccn2)CC1	1.0	77.1*	0.9	0.2	0.29	5.5	8.8	-1.0	1
O=c1c(-c2ccccc2)nc(-c2ccccc2)cn1O	5.9	-11.4	1	1.1	0.94	-1.1	-3.9	24.0	1.1
CCN(CC)C(=O)C1CCC(C)(C(=O)O)C1(C)C (stereo not drawn)	0.3	-4.4	1.1	1	0.41	1.7	-7.9	2.0	0.9
Cc1ccc(C(=O)Nc2nc3c(s2)CCCC3)o1	21.3	27.0	0.8	0.7	1.81	3.0	17.6	7.0	1
Cc1cccc(OCc2nnc(SCn3nnc4ccccc4c3=O)o2)c1	-10.1	31.6	0.6	0.7	-0.3	.	35.9	-19.0	1
CC(C)OC(=S)N/C(=N\S(=O)(=O)c1ccccc1)c1ccccc1	-6.3	31.6	0.4	0.7	-0.08	-2.2	61.2*	5.0	1.1
CCOc1ccc(C)cc1S(=O)(=O)NC1CCCCC1	-0.2	21.2	0.9	0.8	-0.21	-1.1	13.8	11.0	2.2*
O=C1c2ccccc2C(Nc2ccc(S(=O)(=O)N3CCOCC3)cc2)N1c1cccnc1 (stereo not drawn)	17.0	-4.5	0.6	1	.	1.7	37.0	1.0	1
COc1ccc(OCCC(=O)OCC(=O)NC(=O)NC(C)(C)C)cc1	6.6	84.4*	0.2	0.2	1.42	4.4	82.7*	-2.0	0.9
Nc1c(C(=O)Nc2ccccc2)sc2nc(-c3ccco3)ccc12	23.9	18.9	0.7	0.8	0.84	7.9	34.1	-21.0	1.3
COc1ccc2[nH]c(=O)c(CN(CCc3cccc(C)c3)C(C)=O)cc2c1	1.3	85.6*	0.4	0.1	-0.26	-0.1	63.0*	-3.0	1.2
O=C(NCc1cccs1)c1cc(C2CC2)on1	-6.1	45.4	0.9	0.5	.	-1.5	6.4	3.0	0.9
COc1cccc(Nc2nc(N)nc(-c3oc4ccccc4c3C)n2)c1	26.2	-5.1	0.7	1.1	-1.27	12.0	32.3	3.0	1.2
COC(=O)c1cc(OC)c(OC)cc1NC(=O)C1CCCO1 (stereo not drawn)	8.3	23.5	0.8	0.8	2.03	.	20.4	0.0	1.5
O=c1c2c3c(sc2ncn1/N=C/c1ccco1)CCCC3	2.3	-0.3	1.1	1	-0.49	0.0	-11.0	-1.0	0.9
COc1ccc(OC)c(/C=C/C(=O)c2ccc(Cl)cc2)c1	2.1	9.0	0.8	0.9	-2.37	-2.7	20.8	-2.0	0.9
COc1ccc(OC)c2[nH]c(=O)c(CCNC(=O)COc3ccccc3)cc12	11.5	25.8	1.7	0.7	0.03	-3.0	-72.3	-2.0	1.3
CCCSc1nc2c(cnn2-c2ccc(C)c(C)c2)c(=O)[nH]1	-5.6	-7.5	1.4	1.1	.	0.9	-42.7	-4.0	1.4
CCOC(=O)C(=Cc1ccc(-c2ccsc2C(=O)OC)o1)C(=O)OCC	-3.4	34.3	0.5	0.7	-2.65	-4.0	50.0*	1.0	0.9

A section of the results above, for reference:
canonical_smiles	PostGolgi yeast	CYP2C19 inh	CYP2C9 activ	CYP2C19 act	PTK2B oligo ant	EphB4 ephrin blk	CYP2C9 inh	E coli WT exp	PLAP act
Cc1cccc(OCc2nnc(SCn3nnc4ccccc4c3=O)o2)c1	-10.1	31.6	0.6	0.7	-0.3	.	35.9	-19.0	1
CC(C)OC(=S)N/C(=N\S(=O)(=O)c1ccccc1)c1ccccc1	-6.3	31.6	0.4	0.7	-0.08	-2.2	61.2*	5.0	1.1
CCOc1ccc(C)cc1S(=O)(=O)NC1CCCCC1	-0.2	21.2	0.9	0.8	-0.21	-1.1	13.8	11.0	2.2*
O=C1c2ccccc2C(Nc2ccc(S(=O)(=O)N3CCOCC3)cc2)N1c1cccnc1 (stereo not drawn)	17.0	-4.5	0.6	1	.	1.7	37.0	1.0	1
COc1ccc(OCCC(=O)OCC(=O)NC(=O)NC(C)(C)C)cc1	6.6	84.4*	0.2	0.2	1.42	4.4	82.7*	-2.0	0.9
Nc1c(C(=O)Nc2ccccc2)sc2nc(-c3ccco3)ccc12	23.9	18.9	0.7	0.8	0.84	7.9	34.1	-21.0	1.3
COc1ccc2[nH]c(=O)c(CN(CCc3cccc(C)c3)C(C)=O)cc2c1	1.3	85.6*	0.4	0.1	-0.26	-0.1	63.0*	-3.0	1.2
O=C(NCc1cccs1)c1cc(C2CC2)on1	-6.1	45.4	0.9	0.5	.	-1.5	6.4	3.0	0.9
COc1cccc(Nc2nc(N)nc(-c3oc4ccccc4c3C)n2)c1	26.2	-5.1	0.7	1.1	-1.27	12.0	32.3	3.0	1.2
COC(=O)c1cc(OC)c(OC)cc1NC(=O)C1CCCO1 (stereo not drawn)	8.3	23.5	0.8	0.8	2.03	.	20.4	0.0	1.5
O=c1c2c3c(sc2ncn1/N=C/c1ccco1)CCCC3	2.3	-0.3	1.1	1	-0.49	0.0	-11.0	-1.0	0.9
COc1ccc(OC)c(/C=C/C(=O)c2ccc(Cl)cc2)c1	2.1	9.0	0.8	0.9	-2.37	-2.7	20.8	-2.0	0.9
